Compound activity deposited in PubChem BioAssay by several laboratories.
PKA-R1A act – activates the PKA-R1A holoenzyme complex | P00514+P68181 | PKA-R1A dissociation, Cy5-IP20 fluorescence polarization; scaled: DMSO 0%, 113 µM cGMP 100% | activation, % at 11.4 µM | 340,000 compounds, 0.083% hits | AID 504707;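 active = percent activation above the mean of all tested compounds plus 3 SD, cut at about 19% in these data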;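 note: higher means more PKAc released from R1A so a rise in polarization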
MITF act – activators of MITF-driven TRPM1 promoter activity in SK-MEL-5 cells; SK-MEL-5 TRPM1-promoter luciferase, 24 h; % of positive control, neutral wells = 0; 300,000 compounds, 0.75% hits; activation, % at 12.5 µM;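 active = mean activation of at least 80% with every replicate also reaching 80%; inconclusive = mean reaches 80% but some replicate falls short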;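 note: 0% = neutral control wells and 100% = parthenolide positive control wells; values of inactives mirror those of a sister screen read the other way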
dFosB activator – activators of mouse delta FosB homodimer; P13346; 340,000 compounds, 0.99% hits; activation, % at 25 µM; purified delta FosB, TAMRA-CDK5 oligo fluorescence polarization; percent of positive-control signal above neutral wells;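 active = mean activation above about 17%, with every replicate also reaching it, limit read from the data, passing the limit was not always enough; inconclusive = only one of the two conditions met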;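 note: fluorescence polarization rise as delta FosB binds a TAMRA Cdk5 AP-1 oligo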
Target sequence (P13346 whole entry, looked up): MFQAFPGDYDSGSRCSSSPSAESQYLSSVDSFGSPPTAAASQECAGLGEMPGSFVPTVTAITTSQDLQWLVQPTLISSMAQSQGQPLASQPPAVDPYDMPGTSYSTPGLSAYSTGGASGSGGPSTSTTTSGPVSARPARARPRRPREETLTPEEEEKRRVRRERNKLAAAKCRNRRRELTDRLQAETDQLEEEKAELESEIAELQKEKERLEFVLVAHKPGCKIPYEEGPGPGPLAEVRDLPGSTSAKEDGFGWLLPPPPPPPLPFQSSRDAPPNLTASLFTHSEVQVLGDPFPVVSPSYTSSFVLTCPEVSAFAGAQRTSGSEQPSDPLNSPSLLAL
SR-BI HDL uptake – inhibitors of mouse SR-BI mediated HDL lipid uptake | 320,000 compounds, 0.96% hits | ldlA[mSR-BI] CHO cells, DiI-HDL uptake fluorescence, 3 h | Q61009 | inhibition, % at 12.5 µM;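 active = mean replicate inhibition of at least 70% and a set share of replicates each scoring 70 or more; inconclusive = meets just one of the two criteria; inactive = fails both criteria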;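 note: 0% = median of neutral control wells and 100% = median of positive control wells; values of inactives mirror those of a sister screen read the other way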
DSG3 Ab inh – human desmoglein-3 autoantibody binding inhibition; P32926; DSG3-coupled beads, scFv-anti-DSG3-GFP binding, flow cytometry; hits give low values; binding (percent of control), % at 10 µM; 310,000 compounds, 0.48% hits; AID 588358;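 active = binding more than 3 SD below its plate's average and above zero; inconclusive = below that plate limit but binding exactly zero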;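 note: hits lower antibody fragment binding to DSG3; some compounds called inactive have numbers as strong as hits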
CDK5 p35 inh – blocks human CDK5/p35 kinase activity; Q00535+Q15078; Recombinant CDK5/p35, ADP-Glo luminescence, 60 min; inhibition, % at 10 µM; 330,000 compounds, 0.01% hits; AID 488839;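 active = highest replicate inhibition of at least 50% and at least 75% of replicates reaching 50%; inconclusive = only one of the two criteria met; inactive = both criteria failed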;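 note: plate controls were DMSO neutral control for no effect and GW8510 at 10 µM for full effect; many of its hits are not listed in these tables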
Target sequence (Q00535 whole entry, looked up): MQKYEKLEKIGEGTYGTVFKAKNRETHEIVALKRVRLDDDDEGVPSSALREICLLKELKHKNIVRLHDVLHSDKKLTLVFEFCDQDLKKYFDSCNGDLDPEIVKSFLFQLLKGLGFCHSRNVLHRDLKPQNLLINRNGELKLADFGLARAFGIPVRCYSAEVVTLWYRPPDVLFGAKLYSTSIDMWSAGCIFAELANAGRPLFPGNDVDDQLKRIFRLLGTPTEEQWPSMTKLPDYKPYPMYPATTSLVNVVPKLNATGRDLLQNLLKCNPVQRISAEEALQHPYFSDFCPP
Target sequence (Q15078 whole entry, looked up): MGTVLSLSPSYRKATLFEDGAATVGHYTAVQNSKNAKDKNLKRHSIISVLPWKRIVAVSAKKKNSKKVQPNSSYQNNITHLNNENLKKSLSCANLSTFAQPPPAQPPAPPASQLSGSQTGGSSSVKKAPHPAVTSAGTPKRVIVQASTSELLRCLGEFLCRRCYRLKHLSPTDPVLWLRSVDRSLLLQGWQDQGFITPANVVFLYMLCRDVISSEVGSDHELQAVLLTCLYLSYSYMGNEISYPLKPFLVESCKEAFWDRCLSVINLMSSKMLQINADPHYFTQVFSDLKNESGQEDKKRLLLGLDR
NSD2 inh – NSD2 (human) methyltransferase inhibition. O96028. NSD2 peptide methylation, AlphaScreen, 120 min. inhibition, % at 12.5 µM. 310,000 compounds, 0.54% hits; in the data active = inhibition above about 50%
PKA-R2B act – PKA-R2B complex activation; PKA-R2B holoenzyme dissociation, Cy5-IP20 fluorescence polarization; R2B truncated from residue 108, S112A mutant; 0% DMSO only, 100% 113 µM cGMP; AID 504700; 340,000 compounds, 0.079% hits; activation, % at 11.4 µM;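 active = activation above a cutoff set at the mean over all compounds plus 3 SD, cut at about 18% in these data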;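 note: higher means more holoenzyme dissociation and a rise in polarization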
Arrestin-AP2 inh – blocks beta-arrestin peptide binding to AP2 adaptin; inhibition, % at 10 µM; FITC-arrestin peptide / GST-AP2 beads, flow cytometry; AP2 beta2 appendage carries R879A mutation; 340,000 compounds, 0.31% hits;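 active = inhibition above a set limit, near 3 SD of compounds lacking own fluorescence, cut at about 54% in these data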;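 note: plate controls were DMSO wells for no effect and 5 µM unlabelled arrestin peptide for full effect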
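test system = AP2 appendage R879A on GSH beads | buffer or medium = PBS plus Tween 20 (0.05%) and BSA (0.1%) | incubation = 12 min plus 1 h, RT | detection = bead flow cytometry, FITC channel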
Mot1-301 SUMO – blocks SUMOylation pathway, rescuing yeast Mot1-301 growth. S. cerevisiae Mot1-301 growth rescue, ATP luminescence, 38.5C; percent above DMSO median, 100 means doubled. growth rescue, % at 18.8 µM. 320,000 compounds, 1% hits;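 active = every valid replicate shows activation above 250% relative to neutral control wells; inactive = the rest, any valid replicate at or below 250%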;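 note: OY570 slx delta 5 strain wells were the positive control but not used for scaling; some compounds called inactive have numbers as strong as hits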
SR-BI uptake up – activators of SR-BI mediated HDL lipid uptake | CHO ldlA[mSR-BI] cells, DiI-HDL uptake fluorescence, 3 h; 100 = double the neutral-control signal | activation, % at 12.5 µM | 320,000 compounds, 0.096% hits | AID 504775;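 active = mean replicate activation of at least 60% and every replicate at or above 60%; inconclusive = mean or all-replicate condition met, but not both; inactive = mean below 60% and not all replicates reaching 60%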;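 note: 0% = median plate neutral-control signal and 100% = twice that signal; values of inactives mirror those of a sister screen read the other way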
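System: CHO ldlA[mSR-BI] cells / Medium: HEPES-buffered (25 mM, pH 7.4) F12 plus 0.5% BSA / Probe or stimulus: labelled HDL, 10 µg/mL / Doses: single compound concentration, delivered by pin transfer / Schedule: 3 h, 37 °C / Measured by: DiI fluorescence, bottom read / Measure: cell-associated DiI fluorescence as measure of HDL uptake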
The depositor's hits bear a star; ? = inconclusive; · = not tested or not shown.

SMILES	PKA-R1A act	MITF act	dFosB activator	SR-BI HDL uptake	DSG3 Ab inh	CDK5 p35 inh	NSD2 inh	PKA-R2B act	Arrestin-AP2 inh	Mot1-301 SUMO	SR-BI uptake up
O=C(c1cc(Cl)c(=O)n(Cc2ccccc2)c1)N1CCOCC1	5	·	-3	3	98	0.2	4	2	-1	495	-3
Cc1ccc(/C=N/Nc2cccc(C(=O)O)c2)s1	-6	-48	-8	-8	108	2.0	4	-3	-12	-5	8
CC(=O)c1sc(NC(=O)C2CSC3(C)CCC(=O)N23)nc1-c1ccccc1 (centres undefined)	-7	-4	-12	5	93	0.1	4	11	-4	12	-5
CC(=O)Nc1cccc(C(=O)OCC(=O)Nc2nnc(-c3ccccc3)o2)c1	2	-4	-4	15	97	0.4	19	0	19	-5	-15
Cc1ccc(NC(=O)CN2C(=O)NC3(CCCC3)C2=O)cc1S(=O)(=O)N1CCCCC1	-9	7	-4	-4	·	-0.6	3	0	14	3	4
COC(=O)c1sccc1-c1ccc(/C=N/OCc2c(Cl)cccc2Cl)o1	-9	·	1	5	104	-2.3	0	3	-11	-20	-5
Cc1cccc(NS(=O)(=O)c2cccc(C(=O)NCC(c3ccc(F)cc3)N3CCOCC3)c2)c1 (centres undefined)	-7	-6	-2	-16	125	-1.6	-1	-8	30	·	16
CCC1C(=O)N=C(SCC(=O)Nc2ccc(C)cc2)N(c2ccccc2)C1=O (centres undefined)	3	-2	-1	-6	·	-3.0	1	-6	-1	-1	6
Cc1ncc(CN2CCC(CO)(CCc3ccccc3)CC2)s1	7	-6	-10	·	95	-1.0	-10	2	2	86	·
CSCC[C@H](NC(=O)c1nn(C)c(=O)c2ccccc12)c1nc2ccccc2[nH]1	20*	10	-10	7	90	-1.4	5	-5	-5	-17	-7
COc1ccc(-c2csc(NC(=O)CC(NC(C)=O)c3ccccc3)n2)cc1OC (centres undefined)	-7	-16	0	43	98	-1.1	-2	6	31	1	-43
CN(C)CCOC(C1CCCCC1)C1CCCCC1	1	14	8	-33	104	-2.7	9	2	8	-7	33
O=C(COc1coc(CN2CCN(c3ccccc3)CC2)cc1=O)NCC1CCCO1 (centres undefined)	-4	9	1	-7	92	-0.9	-2	-1	-16	-12	7
O=C(O)c1cccnc1Nc1ccc(Cl)cc1	-1	18	1	-3	100	0.2	-6	-10	35	7	3
CCN1C(=O)[C@H]2[C@@H](c3ccc(C)cc3)N3C(=O)N(c4cccc(F)c4)C(=O)[C@@]3(C)[C@H]2C1=O	-3	1	-3	-45	105	-0.4	·	1	-2	-5	45
CCN(CC)C(=O)[C@H]1C[C@H](CC(=O)NCCN2CCOCC2)C(=O)N2CCc3c([nH]c4cc(-c5ccco5)ccc34)[C@]12C	-4	9	-6	-22	105	-3.3	·	-1	16	·	22
CCN1CCN(c2ccc(NC(=O)CCc3c(C)nc4c(-c5ccc(F)cc5)c(C)nn4c3C)cc2)CC1	6	-27	-3	67	97	-0.1	3	-2	-7	-25	-67
c1ccc(CSc2nnc3ccc(-c4cccs4)nn23)nc1	2	13	-11	·	108	0.4	1	-4	5	4	·
CC(=O)N1CCN(S(=O)(=O)c2cccc(C(=O)Nc3cc(C(F)(F)F)ccc3N3CCOCC3)c2)CC1	-1	2	-32	-11	·	-1.1	-3	-9	25	80	11
Cc1cccc(OCCC(=O)Nc2ccc(F)c(Cl)c2)c1	-9	0	-2	23	84	-1.3	-8	-8	-4	10	-23
Cc1ccccc1OCC(=O)N1N=C(c2cccnc2)CC1(O)C(F)(F)F (centres undefined)	1	0	-10	-22	102	2.7	·	1	29	-17	22
CSc1ccccc1-c1nc(-c2ccncc2)no1	-8	72	-27	-7	101	1.5	-6	-16	34	718*	7
Cc1cccc(CCNC(=O)c2cccc3c2C(=O)N(C2CCCCC2)C3)c1	-1	-6	-6	26	96	·	3	-6	-10	-12	-26
CCOc1ccc2oc(C(=O)Nc3cc(C)ccn3)c(C)c2c1	4	?	-17	39	94	-7.6	5	-3	-3	-12	-39
COc1ccc(-n2c(Cn3c(=O)sc4ccccc43)nnc2SC)cc1	-9	6	-3	-7	107	-3.0	·	6	20	82	7
C=CCOc1ccc(C2=NOC(C(=O)Nc3ccc4c(c3)OCCO4)C2)cc1 (centres undefined)	-1	-3	-2	1	89	-0.3	-5	6	24	-28	-1
C#CCNC(=O)C1=C[C@H](C)[C@@H](CCCO)[C@H](OCC)O1	0	-4	-3	-10	102	0.6	·	4	5	8	10
S=c1[nH]nc(C2CCCCC2)n1/N=C/c1ccccn1	-8	3	-11	-12	104	2.1	0	-5	3	4	12
C=CCn1c(N)cc(=O)nc1SCC(=O)Nc1ccc(C)cc1	-4	-6	-3	-14	·	1.3	-3	-8	0	-11	14
C=CCN1C(=O)c2ccc(C(=O)N(CC(C)C)c3c(N)n(CCCC)c(=O)[nH]c3=O)cc2C1=O	1	-1	-5	-14	76*	-0.2	-1	2	-5	-11	14
O=C(CNC(=O)c1ccccc1F)NCc1ccccn1	-6	1	-3	-8	102	0.7	-2	-3	19	-4	8
CCC(C)Sc1ccc([C@H]2N[C@@](C)(C(=O)OC)[C@H]3C(=O)N(C)C(=O)[C@@H]23)cc1OC (some centres undefined)	3	12	6	-4	97	0.7	·	-8	10	-6	4
COc1ccc(-n2c(C)cc(/C=C3\SC(=O)NC3=O)c2C)cc1	-2	51	-24	-8	111	0.2	·	4	-10	12	8
C/C(=N/NC(=O)CN(c1ccccc1)S(=O)(=O)c1ccccc1)c1ccccc1O	-1	·	-7	62	121	-1.3	-1	7	13	-1	-62
CN(c1ccccc1)c1nc(-n2ccnc2)nc(-n2ccnc2)n1	-1	-7	-28	-24	101	2.3	·	-1	-1	10	24
Cn1c(=O)[nH]c(=O)c2c1nc(Br)n2CC(O)c1ccccc1 (centres undefined)	-7	6	2	7	·	-0.4	-1	5	5	358	-7
Cc1ccc(CCNc2ncnc(Cl)c2N)cc1	-9	20	-5	2	117	2.5	·	2	4	·	-2
Cc1cc(C)c(S(=O)(=O)N2CCCCC2)cc1N(C)S(=O)(=O)c1ccc(Cl)cc1	-1	9	5	·	112	-2.6	-1	-3	14	-6	·
CC(=O)C(Sc1nc(N(C)C)nc(N(C)C)n1)C(=O)Nc1ccccc1 (centres undefined)	3	0	-12	-17	92	-2.0	-1	5	-7	33	17
CC(=O)/C=C1\SC(CC(=O)O)C(=O)N1c1ccccc1 (centres undefined)	3	4	-6	-25	100	-24	-7	-9	4	60	25
COCCn1c(SCC(=O)Nc2ccc3c(c2)OCCO3)nnc1-c1ccncc1	7	9	2	-3	87	-0.8	0	-8	15	-6	3
CC(C)C(NC(=O)c1ccc(C(C)(C)C)cc1)C(=O)NCC1(N(C)C)CCCCC1 (centres undefined)	-1	15	-10	-2	104	0.3	1	-4	-1	10	2
COc1cc(C2C(C(=O)OC(C)C)=C(C)Nc3ncnn32)cc(OC)c1OC (centres undefined)	-1	13	4	-3	100	-0.4	·	-2	11	-9	3
COc1ccc(-c2nnc(SCC(=O)Nc3ccc(C(=O)O)cc3)n2-c2ccc(Cl)cc2)cc1	-12	2	-9	-8	108	0.9	3	-9	15	7	8
COC(=O)c1c(NC(=O)c2cccnc2Cl)sc(C(=O)N(C)C)c1C	-12	-3	-16	-3	101	-1.9	0	-1	-9	6	3
C=CCNC(=O)c1ccc2c(=O)n(CCCN3CCCC3=O)c(=S)[nH]c2c1	-1	0	5	-15	115	-0.3	2	-6	5	4	15
CC(C)=C1C2CCC1C(C(=O)Nc1cc(C)cc(C)c1)C2C(=O)O (centres undefined)	-9	8	8	-3	105	0.0	2	-7	13	3	3
O=C(/C=C/NNC(=O)c1ccccc1O)c1ccccc1	-1	0	-7	114*	94	0.1	-1	-5	2	6	-114
CCCC(=O)Nc1cc(S(=O)(=O)N(CC)CC)ccc1Cl	-8	0	-4	-21	100	-0.9	-2	2	-5	-7	21
CN1C(=O)c2ccc(NC(=O)CCS(=O)(=O)c3ccccc3)cc2C1=O	-11	-1	-4	-6	110	0.0	4	-7	18	-11	6
O=C(NCC1CC1)[C@@H]1C[C@H]1[C@@H](NP(=O)(c1ccccc1)c1ccccc1)c1ccccc1	0	31	4	5	104	0.5	·	-4	29	3	-5
CCOc1cc(Br)c(CC(=O)NC2CCCCCC2)cc1OCC	-2	0	-10	15	97	0.8	-6	0	-1	-17	-15
CC(C(=O)Nc1ccc(O)cc1C(=O)O)N1C(=O)/C(=C\c2cccs2)SC1=S (centres undefined)	2	3	-16	-21	87	-2.0	83*	-10	-6	8	21
COc1ccccc1/C=N/OC(=O)c1ccc(F)cc1	5	5	4	-12	·	1.7	-3	0	-24	-5	12
O=C(COC(=O)C1CC(=O)N(Cc2ccccc2)C1)Nc1ccc(Cl)cc1F (centres undefined)	-5	1	-3	-21	100	-0.7	0	-5	-25	-13	21
Cc1cccc(Nc2nc3c(s2)CCCC3)c1	-2	103*	5	13	99	2.8	3	-4	3	7	-13
COc1ccc(-c2cc(=O)oc3cc(OC(=O)C4CCCCC4)c(Cl)cc23)cc1	-5	8	-10	-21	107	-8.4	-6	1	-4	111	21
CCc1ccccc1NC(=S)N1CCN(c2cccc(OC)c2)CC1	-5	-3	-10	13	107	-0.1	-1	3	1	115	-13
COc1ccc(CCN2C(=NC(=O)CC(C)C)SC3CS(=O)(=O)CC32)cc1OC (centres undefined)	1	·	-1	-10	·	0.7	-3	0	0	196	10
CCOc1ccc(N2C(=O)/C(=C/c3cccs3)N(CC(=O)OC)C2=S)cc1	-7	10	6	45	101	0.5	1	2	10	9	-45
